TAG inh: reduces triacylglycerol accumulation in H9c2 cells; inhibition, % at 12.5 µM; AID 651582; Nile Red lipid (TAG) fluorescence; cells loaded with 200 µM oleic acid; 0.66% of 230,000 active;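 active = pattern-corrected inhibition of lipid staining of at least 50% with the nuclear-stain viability signal not falling by more than 50%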;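 note: 0% = DMSO wells and 100% = triacsin C control wells; some results filed as inactive read as strong as hits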
TAG inh DAPI viability: second read-out of TAG inh, no call of its own (marks repeat the call); DAPI nuclei signal change (viability), lower = more cytotoxic, %;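 whole-well DAPI fluorescence read on a plate reader as a viability signal; minus 50 percent equals half of cells still viable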
An asterisk follows results filed as active. These rows are one share of the data; the hit share may differ from the screen's.

SMILES	TAG inh	TAG inh DAPI viability
NC(=O)c1c(NC(=O)C2CC=CCC2C(=O)O)sc2c1CCCCC2 (configuration not stated)	15	-1
NC[C@H]1O[C@H](O[C@H]2[C@H](O)[C@@H](O[C@H]3O[C@H](CO)[C@@H](O)[C@H](N)[C@H]3O)[C@H](N)C[C@@H]2N)[C@H](N)C[C@@H]1O	-6	3
CC(C)CC(NS(=O)(=O)c1ccccc1)C(=O)O (configuration not stated)	-2	5
CCCNC(=O)C(Cc1ccccc1C)NC(=O)c1ccc(C(F)(F)F)cc1 (configuration not stated)	5	-1
Cc1ccc(C)c(NC(=O)COC(=O)c2c(-c3ccccc3)noc2C)c1	-14	3
Cc1nc(SCC(=O)NCCc2ccccc2)c2c(=O)n(C)c(=O)n(C)c2n1	9	1
CCc1nnc(NC(=O)CN2CCN(Cc3cccc(F)c3)CC2)s1	11	-10
CCOC(=O)N1CCN(S(=O)(=O)c2ccc3c(c2)SC(C)C(=O)N3)CC1 (configuration not stated)	-19	10
CCCNC(=O)C1(C)CCN1C(=O)C1(c2ccccc2)CC1 (configuration not stated)	3	-3
CCCn1c(C)nc2c(c1=O)c1nc3ccccc3nc1n2-c1ccccc1	9	10
COc1ccc(OC)c(NC(=S)N2CCN(C(=O)C3CCCO3)CC2)c1 (configuration not stated)	3	-1
COc1ccccc1NS(=O)(=O)c1cccc(C(=O)NCc2ccco2)c1	0	-5
CN(CCOc1ccccc1)C(=O)c1cc([N+](=O)[O-])cc([N+](=O)[O-])c1	2	-9
COC(=O)c1ccsc1NC(=O)c1ccc(Cl)s1	5	6
COc1ccccc1CNC(=O)c1oc2ccccc2c1C	-15	-14
Cc1ccc(OCC(=O)NCCc2c[nH]c3ccccc23)cc1	-6	-10
CCCC1(C(=O)O)NC(c2ccc(OC)cc2O)C2C(=O)N(c3ccc(OC)cc3)C(=O)C21 (configuration not stated)	3	-7
Cc1ccccc1OCC(=O)NNC(=O)c1ccc(-n2cncn2)c([N+](=O)[O-])c1	18	0
COc1ccc(Cl)cc1NC(=O)CN(C)C(=O)c1ccc2c(c1)CC(c1ccccc1)OC2=O (configuration not stated)	-18	0
COC(=O)c1ccc2nc(C)cc(Nc3ccccc3C)c2c1	-6	0

Complete entries, looked up by structure:
Cc1ccc(OCC(=O)NCCc2c[nH]c3ccccc23)cc1 in the list: TAG inh: -6; TAG inh DAPI viability: -10
COC(=O)c1ccc2nc(C)cc(Nc3ccccc3C)c2c1 in the list: TAG inh: -6; TAG inh DAPI viability: 0

Continued:
SMILES	TAG inh	TAG inh DAPI viability
COc1ccc(N2CCN(C(=O)COC(=O)/C=C/c3ccc(C(F)(F)F)cc3)CC2)cc1	3	-3
COc1ccccc1OCCC(=O)Nc1nc(C)cs1	-13	9
Cc1ccc2c(C)c(C(=O)Nc3cccnc3)oc2c1C	5	2
CC(C)C(=O)Nc1ncc(C(F)(F)F)cc1Cl	1	-7
CCOC(=O)C1=C(c2ccccc2)NC(=O)NC1c1ccc(OCC#N)c(OC)c1 (configuration not stated)	16	-1
COc1ccc(S(=O)(=O)N(CC(=O)Nc2ccccc2C(=O)N2CCOCC2)c2ccc(F)cc2)cc1	3	-6
CC1CCN(c2c(NCc3ccc(C(=O)NCc4cccnc4)cc3)c(=O)c2=O)CC1	0	-14
O=C(Nc1ccnn1C1CCN(Cc2cccnc2)CC1)c1ccccc1Cl	2	3
N#Cc1c(NC(=O)CN2CCN(S(=O)(=O)c3ccc4c(c3)OCCO4)CC2)sc2c1CCC2	14	-3
NS(=O)(=O)c1ccc(NC(=O)COC(=O)CCc2ccc(S(=O)(=O)N3CCOCC3)cc2)cc1	-7	2

Among those listed so far, these contain a halogen:
SMILES	TAG inh	TAG inh DAPI viability
CCCNC(=O)C(Cc1ccccc1C)NC(=O)c1ccc(C(F)(F)F)cc1 (configuration not stated)	5	-1
CCc1nnc(NC(=O)CN2CCN(Cc3cccc(F)c3)CC2)s1	11	-10
COC(=O)c1ccsc1NC(=O)c1ccc(Cl)s1	5	6
COc1ccc(Cl)cc1NC(=O)CN(C)C(=O)c1ccc2c(c1)CC(c1ccccc1)OC2=O (configuration not stated)	-18	0
COc1ccc(N2CCN(C(=O)COC(=O)/C=C/c3ccc(C(F)(F)F)cc3)CC2)cc1	3	-3
CC(C)C(=O)Nc1ncc(C(F)(F)F)cc1Cl	1	-7
COc1ccc(S(=O)(=O)N(CC(=O)Nc2ccccc2C(=O)N2CCOCC2)c2ccc(F)cc2)cc1	3	-6
O=C(Nc1ccnn1C1CCN(Cc2cccnc2)CC1)c1ccccc1Cl	2	3

Some values from the entries so far.
TAG inh DAPI viability result of COc1ccc(N2CCN(C(=O)COC(=O)/C=C/c3ccc(C(F)(F)F)cc3)CC2)cc1 : -3
TAG inh result of O=C(Nc1ccnn1C1CCN(Cc2cccnc2)CC1)c1ccccc1Cl : 2
TAG inh DAPI viability result of NS(=O)(=O)c1ccc(NC(=O)COC(=O)CCc2ccc(S(=O)(=O)N3CCOCC3)cc2)cc1 : 2
TAG inh result of CC(C)C(=O)Nc1ncc(C(F)(F)F)cc1Cl : 1
TAG inh result of CCOC(=O)C1=C(c2ccccc2)NC(=O)NC1c1ccc(OCC#N)c(OC)c1 (configuration not stated) : 16

Going on with the list:
SMILES	TAG inh	TAG inh DAPI viability
COc1ccc(N2CCN(C(=O)c3ccc(NS(=O)(=O)c4cccs4)cc3)CC2)cc1	12	-3
CCOc1ccc2c(c1)C(c1ccc(C)cc1)=NNC(c1ccc(C)cc1)=N2	21	-8
Cc1ccc(NC(=O)c2ccc(S(=O)(=O)N3CCCC3)cc2)nc1	8	-8
CC(=O)c1ccc(-c2nnc(CCC(=O)N(C)Cc3c(C)nc4ccccn34)o2)s1	4	-3
CCN(C(=O)CSc1nnc2c3ccccc3n(CC)c2n1)C1CCS(=O)(=O)C1 (configuration not stated)	7	-6
O=C(CSc1nc2c(cnn2-c2cccc(Cl)c2)c(=O)[nH]1)NCC1CCCO1 (configuration not stated)	-6	2
NC(=S)N/N=C/c1c(O)ccc2ccccc12	-20	6
Cc1c(Cl)cccc1NC(=O)COC(=O)Cc1ccsc1	-22	4
CCN(C(=O)COC(=O)CNC(=O)c1ccc(C)cc1)c1c(N)n(Cc2ccccc2)c(=O)[nH]c1=O	5	-4
Cc1ccc(S(=O)(=O)N2CCC(=O)N(C(COCc3cccc(C(F)(F)F)c3)Cc3ccccc3)CC2)cc1 (configuration not stated)	24	0
Cc1ccccc1OCCC(=O)OCC(=O)Nc1c(F)cccc1F	-1	-13
CCCCN1C=C(C(=O)c2ccccc2)C(=O)CC1	3	-11
CC1=C(C)N(C)[C@H](c2ccccc2Br)[C@H](O)C1=O	-9	-2
CCOC(=O)c1[nH]ncc1CN1CCCC(C(=O)c2ccc(SC)cc2)C1 (configuration not stated)	-24	0
CCn1c(SCc2nc(-c3ccccc3)no2)nnc1-c1ccco1	1	7
O=C(CNC(=O)c1ccncc1)N/N=C/c1cc(Br)ccc1O	-1	1
COc1ccccc1NC(=O)Nc1nc(CC(=O)N2CCN(c3ccccc3OC)CC2)cs1	13	0
COc1cc(C(=O)N/N=C/c2ccc(OC)c(CN3CCN(c4ccc(F)cc4)CC3)c2)ccc1O	-12	8
Cc1ccccc1C(=O)Nc1nnc(-c2ccncc2)o1	-5	4
CCC(=O)NCc1csc(-c2cccs2)n1	10	-1
Cc1ccc(C)c(S(=O)(=O)Nc2ccccc2C(=O)Nc2ccccc2N2CCOCC2)c1	18	-2
COCCN(Cc1ccccc1)C(=O)c1cccc(S(=O)(=O)N2CCN(Cc3ccccc3)CC2)c1	-7	-2
O=C(CSc1nccn1Cc1ccc(F)cc1)Nc1ccc(F)cc1F	-27	-9
COc1cc(OC)cc(C(=O)N2CCN(C(=O)c3cccnc3)CC2)c1	0	-5
O=C(CN1C(=O)S/C(=C\C=C\c2ccccc2)C1=O)Nc1ccc(C(=O)O)cc1	6	-5
O=[N+]([O-])c1nn(-c2ccc(Cl)cc2)n(O)c1=NCc1ccncc1	0	-2
O=C(O)c1ccccc1/C=N/NC(=O)C1CCCCC1	-11	-2
Cc1cn([C@H]2C[C@H](O)[C@@H](CNC(=O)[C@H](N)C3CC3)O2)c(=O)[nH]c1=O	10	2
COc1cc(-c2nc3ccccc3c(=O)n2N)cc(OC)c1OC	-3	-6
O=C(COC(=O)c1c[nH]c2ccccc12)Nc1cccc(F)c1	4	5
CC(=O)N1CCN(c2ccc(NC(=O)c3cccc(F)c3)cc2)CC1	-1	-3
CSc1nc2nc(C)c(C/C=C/c3ccccc3)c(=O)n2[nH]1	-1	5
CCCCn1c(N)c(N(CCOC)C(=O)c2ccc3c(c2)C(=O)N(c2ccccc2Cl)C3=O)c(=O)[nH]c1=O	10	-4
CCCCCCCC/C=C\CCCCCCCC(=O)NCCO	0	12
O=C(COc1ccc(F)cc1Br)NCc1ccccn1	-5	1
Cc1[nH]c2c(ccc3ccccc32)c1C1C(CCN)C1(C)C (configuration not stated)	42	-5
CC(C)(C)CN1CCN(CC#Cc2ccccc2)CC1CCO (configuration not stated)	-12	-5
Cc1cc(C)nc(-n2nc(C)cc2NC(=O)COC(=O)CCC(=O)c2cccs2)n1	9	-9
Cn1c(=O)c2[nH]c(SCCN)nc2n(C)c1=S	5	1
Cc1ccc(O)c(NC(=O)c2cccc(NC(=O)c3ccco3)c2)c1	12	-10
COC(=O)c1ccc(COc2ccc(C#N)cc2)o1	18	-14
COc1ccc(-c2cc(C(=O)N/N=C(\C)c3cccnc3)c3ccccc3n2)c(OC)c1	-19	-10
COc1cccc(CN(C)C(=O)c2ccc(S(=O)(=O)Nc3ccccc3F)cc2)c1OC	-5	-5
COc1ccc(NC(=O)c2csc(Cc3ccc(Cl)cc3)n2)cc1	-7	0
COc1ccccc1C(O)(c1ccccc1)C(CN1CCOCC1)c1ccccc1 (configuration not stated)	-6	9
CCCCOC(=O)Cn1c(=N)n(CCC)c2ccccc21	0	4
COCCOc1cc(Nc2nnc(C(F)(F)F)s2)c(Cl)cc1Cl	46	5
C#CC(C)(CC)NC(=O)c1cc(OC)c(OC)c(OC)c1 (configuration not stated)	5	-9
CCOC(=O)c1nn(-c2ccc(F)cc2)c(=O)cc1OCC(=O)Nc1cccc(C)c1	-4	3
CC(C(=O)O)n1nnc2ccccc21 (configuration not stated)	1	-5
Remaining list, next part:
SMILES	TAG inh	TAG inh DAPI viability
CCCc1nc2ccccc2[nH]1	-7	3
CCc1ccc(OCC(=O)Nc2ccc(-c3nc4ccccc4o3)c(O)c2)cc1	-4	48
CC(Sc1nnc(N)s1)C(=O)NNC(=O)c1cccc(Cl)c1 (configuration not stated)	-2	-2
CN1CCC(=O)N([C@H](CSc2ccc(Br)cc2)c2ccccc2)CC1	-1	0
C=CCNC(=S)N(Cc1ccccc1)Cc1ccccc1	-1	2
COc1ccc2cc(S(=O)(=O)N3CCOCC3)ccc2c1	-21	-2
O=C(CSc1ncn[nH]1)N1N=C2/C(=C/c3ccco3)CCCC2C1c1ccco1 (configuration not stated)	8	2
O=C(Nc1cccnc1)c1ccc(N2CCCC2)c([N+](=O)[O-])c1	18	6
COc1cc(/C=C2\SC(=S)N(NS(=O)(=O)c3ccccc3)C2=O)cc(OC)c1OC	-8	9
Cc1ccc(N2C(=O)CC(Sc3ccccc3C(=O)O)C2=O)c([N+](=O)[O-])c1 (configuration not stated)	6	-1
CCc1ccc(-c2nc(CCl)cs2)cc1	1	5
O=C(N/N=C/c1ccncc1)c1cccc(NC(=O)c2ccccc2Cl)c1	6	-8
CNC(=O)n1ccc(C(=O)N2CCCCC2)n1	-7	-6
CC(=O)Nc1ccc(/C=N/NC(=O)CCN2CCN(c3ccccc3)CC2)cc1	-3	2
Cc1onc(-c2ccccc2Cl)c1C(=O)Nc1cc(=O)n(C)c(=O)n1C	-12	-2
CCOC(=O)C1=C(CSc2nc(-c3ccncc3)ccc2C#N)OC(N)=C(C#N)C1c1cccnc1 (configuration not stated)	11	-5
O=C(CCCCn1c(=O)[nH]c2ccsc2c1=O)NCC1CCCO1 (configuration not stated)	-8	12
CC(Oc1cccc(Cl)c1)C(=O)Nc1ccc(S(=O)(=O)NC2=NCCCCC2)cc1 (configuration not stated)	8	-5
COCCN1CCN(C(=O)C2CCC(=O)N(CCCc3ccccc3)C2)CC1 (configuration not stated)	2	5
CCOC(=O)c1[nH]c2ccc(OC)cc2c1NC(=O)CCN1CCN(Cc2ccccc2)CC1	-4	54
O=C(Cn1cnc2c(cnn2-c2ccccc2)c1=O)NC1CCCC1	-7	9
COc1ccc(C2CC(c3ccco3)n3ncnc3N2)cc1 (configuration not stated)	-4	5
CCOC(=O)c1c(C)nc2sc(C(=O)Nc3ccc(C(C)=O)cc3)c(N)c2c1-c1ccc(OC)cc1	24	38
O=C(COc1ncnc2cc(Cl)ccc12)c1ccccc1	-13	-1
OC(c1ccc(F)c(F)c1)c1nc(-c2ccncc2)cs1 (configuration not stated)	-31	10
CC1(C)CC(=O)c2c(noc2-c2ccccc2)C1	2	-3
O=c1[nH]cnc2c1ncn2[C@H]1CC[C@@H](CO)O1	-7	1
O=C1C=C(c2cccc(Cl)c2O)C[C@@H](c2ccc(Cl)cc2)C1	-20	-1
COc1ccc(C)c2sc(NC(=O)C3CC3)nc12	6	-13
Cc1cnc(CNC(=O)C2(C)CCCN2CC(C)C)cn1 (configuration not stated)	-4	3

3 structures already listed, sorted by count of non-hydrogen atoms, largest number first.
SMILES	TAG inh	TAG inh DAPI viability
O=C1C=C(c2cccc(Cl)c2O)C[C@@H](c2ccc(Cl)cc2)C1	-20	-1
Cc1cnc(CNC(=O)C2(C)CCCN2CC(C)C)cn1 (configuration not stated)	-4	3
O=c1[nH]cnc2c1ncn2[C@H]1CC[C@@H](CO)O1	-7	1

The results go on:
SMILES	TAG inh	TAG inh DAPI viability
COc1cc(CN2CCCN(C)CC2)c([N+](=O)[O-])cc1OC	0	3
CCOC(=O)N1CCN(C(=O)c2cccc(OC)c2OC)CC1	-5	11
COC(=O)C1(Cc2cc(-c3cccnc3)no2)CCN(C(=O)OC(C)(C)C)CC1	-6	-3
CC(O)CNc1nc2c(c(=O)n(Cc3ccc(Cl)c(Cl)c3)c(=O)n2C)n1C (configuration not stated)	0	-2
